NCOA2 inhibitor = human SRC2 (NCOA2) inhibition; Q15596; HEK293 GAL4-SRC2 luciferase reporter, luminescence; inhibition, % at 9 µM; actives 0.17% (n = 370,000); AID 651957;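 active = inhibition above the mean inhibition of all tested compounds plus 3 SD, set per campaign, cut at about 52% in these data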;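 also: 0% = DMSO treated cells and 100% = cells given Gossypol at 36 µM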
Target sequence (Q15596 whole entry, looked up, the tested form may be a part): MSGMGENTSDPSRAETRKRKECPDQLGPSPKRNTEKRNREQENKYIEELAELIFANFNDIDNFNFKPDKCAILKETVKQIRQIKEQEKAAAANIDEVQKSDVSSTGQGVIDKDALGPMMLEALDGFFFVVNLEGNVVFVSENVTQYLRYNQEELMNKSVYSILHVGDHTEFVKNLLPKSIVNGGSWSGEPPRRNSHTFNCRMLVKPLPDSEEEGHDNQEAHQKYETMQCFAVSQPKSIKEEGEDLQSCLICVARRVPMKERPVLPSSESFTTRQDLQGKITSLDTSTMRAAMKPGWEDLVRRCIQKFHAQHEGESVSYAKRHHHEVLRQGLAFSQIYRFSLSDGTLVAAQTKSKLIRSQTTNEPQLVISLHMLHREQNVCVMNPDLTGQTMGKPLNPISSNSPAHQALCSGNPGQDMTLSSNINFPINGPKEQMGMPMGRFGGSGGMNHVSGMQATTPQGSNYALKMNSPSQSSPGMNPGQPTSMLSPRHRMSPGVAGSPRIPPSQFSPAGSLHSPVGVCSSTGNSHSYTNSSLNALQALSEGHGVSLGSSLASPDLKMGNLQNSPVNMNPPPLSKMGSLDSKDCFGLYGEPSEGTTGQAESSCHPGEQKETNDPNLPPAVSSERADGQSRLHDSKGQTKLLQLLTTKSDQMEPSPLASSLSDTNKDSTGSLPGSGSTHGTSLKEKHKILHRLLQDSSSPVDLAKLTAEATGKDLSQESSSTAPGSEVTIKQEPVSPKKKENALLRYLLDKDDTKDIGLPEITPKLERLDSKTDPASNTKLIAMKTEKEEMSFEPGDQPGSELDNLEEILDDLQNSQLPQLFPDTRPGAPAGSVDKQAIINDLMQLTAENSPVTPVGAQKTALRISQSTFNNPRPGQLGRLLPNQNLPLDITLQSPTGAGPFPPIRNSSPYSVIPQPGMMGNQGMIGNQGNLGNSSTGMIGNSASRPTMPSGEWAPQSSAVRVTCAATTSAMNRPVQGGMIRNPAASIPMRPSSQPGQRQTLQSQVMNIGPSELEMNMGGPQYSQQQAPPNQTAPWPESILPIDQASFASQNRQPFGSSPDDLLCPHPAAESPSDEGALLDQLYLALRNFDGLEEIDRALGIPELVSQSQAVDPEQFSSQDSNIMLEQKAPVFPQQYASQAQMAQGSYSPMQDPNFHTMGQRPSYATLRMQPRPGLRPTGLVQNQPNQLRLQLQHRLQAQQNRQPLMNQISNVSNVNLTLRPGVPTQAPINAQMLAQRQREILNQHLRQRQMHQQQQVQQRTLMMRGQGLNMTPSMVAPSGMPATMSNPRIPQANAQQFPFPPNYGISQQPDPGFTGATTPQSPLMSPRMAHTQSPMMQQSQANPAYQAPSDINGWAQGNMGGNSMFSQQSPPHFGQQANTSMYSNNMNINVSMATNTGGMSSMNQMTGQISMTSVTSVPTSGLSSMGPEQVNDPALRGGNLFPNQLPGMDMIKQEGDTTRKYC
Numbers without * were called inactive. Not all compounds are listed; count on the stated rates, not on these rows.

SMILES | NCOA2 inhibitor
O=S1(=O)c2ccc(N3CCN(Cc4ccccc4F)CC3)cc2Oc2ccccc2CN1Cc1cn(Cc2ccc(F)cc2)nn1 | 6.4
CCOC(=O)[C@@]12CCC3=C1N(CCC3)C(=O)[C@H](CC(=O)N1CCN(C(=O)c3ccco3)CC1)C2 | 1.7
CCCC1CCC2(CCC(=O)N2CCSc2ccccc2)CC1 (centres undefined) | 1.8
C[C@H](O)[C@@H]1C(=O)N2CCc3c([nH]c4cccc(-c5ccccc5)c34)[C@@H]2C[C@@H]1N(C)C(=O)c1ccco1 | -15.6
COc1ccc(Cn2ccc3ccc(-c4ccc5ccn(Cc6ccccc6F)c5c4)cc32)cc1 | -17.4
CCn1c(SCC(=O)Nc2ccccc2-c2ccccc2)nnc1-c1ccc(C)cc1 | 7.2
CS(=O)(=O)N1CCC[C@]2(CC[C@H](CCC#N)O2)C1 | -3.8
CC(C)(C)c1ccc(-c2nnc(SCC(=O)Nc3ccc(S(=O)(=O)Nc4nccs4)cc3)n2-c2ccc(Cl)cc2)cc1 | 2.8
C=CCN1C[C@H](COC(=O)CSc2ccccc2)Oc2cccc(F)c2S1(=O)=O | 18.9
C#CCN1CC(COc2ccccc2)Oc2cccc(Oc3ccc(C(C)C)cc3)c2S1(=O)=O (centres undefined) | 7.7
CC(=O)CC[C@H]1CC[C@]2(CCCN(C(=O)c3ccc4ccccc4n3)C2)O1 | -27.3
CC(C)C[C@H](NC(=O)c1ccc(Cl)cc1Cl)C(=O)N1CCC[C@H]1C(=O)NCc1ccccc1 | -1.4
Cc1cccc(-c2noc(CCC(=O)NC3CCCC3)n2)c1 | -32.9
O=C(CCc1ccccc1)N[C@H]1[C@H](O)CCC[C@]12C(=O)N(Cc1ccccc1)c1ccccc12 | 4.5
COc1ccc(C(C)=O)cc1CSC(=S)N1CCSCC1 | 10.8
Cc1ccc(CSc2nnc(-c3n[nH]c4c3CCC4)n2N)cc1 | -21.3
CCCCNc1nc2ccccc2n1CC(=O)Nc1ccc2c(c1)OCCO2 | -3.8
C/C(=N/NC(=O)C(=O)N/N=C(/C)c1ccccc1)c1ccccc1 | 13.4
C=CCN1C=C(C(=O)OCC)C(=O)CC1 | -14.9
COC(=O)[C@H](CC(C)C)N(CCCc1cn(CC2CCCCC2)nn1)S(=O)(=O)c1ccc(F)cc1Br | 16.3
COC(=O)c1cc2c(c3c4cc(C#N)ccc4n(S(=O)(=O)c4ccc(C)cc4)c13)C(=O)N(C)C2 | -8.5
CC(C)CN1C[C@@H]2CSCCS(=O)(=O)N2C1=O | 3.6
COC(=O)C1=C(C)N(Cc2ccc(Br)cc2)C(=S)NC1c1ccc(F)cc1 (centres undefined) | 1.1
COc1ccc(/C=C2/CN(Cc3ccc(OC)cc3OC)C3=N[C@H](c4ccccc4)CC(=O)N32)cc1 | 4.8
O=C(CC1CCCC1)N[C@H](C(=O)N1CCC[C@H]1C(=O)NCc1ccccc1)c1ccccc1 | -0.8

Additional structures
SMILES | NCOA2 inhibitor
C[C@H]1[C@H](c2ccccc2)Oc2cccc(NCCc3ccccc3)c2S(=O)(=O)N1Cc1cccc(F)c1 | 2.4
COc1ccc2[nH]cc(C(=O)CN3CCCCC3C)c2c1 (centres undefined) | 17.6
Cc1ccc(-c2cc(-c3nnc(SCC(=O)Nc4cccc5ccccc45)n3N)[nH]n2)cc1 | -0.7
CCCn1cc(CCC(=O)Nc2ccc(Oc3cccnc3)cc2)c2ccccc21 | 0.7
CCCCCCNC(=O)C1CSCCS(=O)(=O)N1Cc1ccc(C)cc1 (centres undefined) | 13.0
CC(=O)c1cc(-c2cccc(C#N)c2)c(=O)n2c1CCC2 | -26.5
O=C(c1ccc(F)cc1Cl)N(Cc1ccccn1)CC1CCCO1 (centres undefined) | 6.3
O=C(CSc1nnc(-c2ccccn2)n1-c1ccccc1)Nc1cccc2ccccc12 | 6.2
Cc1ccc(NC(=O)CSc2nnc(-c3ccccc3F)n2-c2ccccc2)c(C)c1 | -4.2
CCCN(CC1CC1)C(=O)CSc1nnc(-c2ccncc2)n1-c1ccc(OC)cc1 | -18.1
O=C(c1cc(C2CC2)on1)N(C1CCCCC1)C1CCOCC1 | -13.9
CCOC(=O)[C@@]12CCCC3=C1N(CCC3)C(=O)[C@H]2CC(=O)N1CCCCC1 | -23.8
COCCN1CCCc2nc(-c3ccc(Br)cc3)ccc21 | -47.3
c1ccc(-c2cccc3[nH]cc(-c4ccccc4)c23)cc1 | -12.4
COc1ccc(C2C(C(=O)N3CCOCC3)CC(=O)N2c2ccc(OC)cc2)cc1 (centres undefined) | -2.1
Cc1ncc(/C=C2\C(=O)Nc3ccccc32)[nH]1 | -20.7
N#Cc1ccc(CSc2nc3sc4c(c3c(=O)n2-c2ccc(Br)cc2)CCCC4)cc1 | -19.4
O=C(Nc1c(-c2ccccc2)nc2ncccn12)C1CC1 | -9.9
Cc1cc(Br)cn2c(Cc3ccccc3C(F)(F)F)c(-c3cccc(Cl)c3)nc12 | 4.9
FC(F)(F)c1ccc(Cn2ccc3ccc(-c4ccc5ccn(Cc6ccccc6)c5c4)cc32)cc1 | 20.4
Cc1ccc(CN(C)C[C@H]2OCc3cnnn3CCCC(=O)N([C@H](C)CO)C[C@@H]2C)cc1 | 15.8
O=C(Nc1c(-c2ccccc2)nc2ncccn12)c1ccc(F)cc1 | -7.7
CC(=O)OC[C@H]1O[C@H](C#Cc2ccc(C(C)(C)C)cc2)C=C[C@H]1OC(=O)Nc1ccccc1 | 10.7
C[C@@H]1CCCN1c1cccc2c1S(=O)(=O)N1CC[C@H](C1)O2 | 4.2
COC(=O)C1=C(C)N(C)C(=NCC2CC2)NC1c1cccc(F)c1 (centres undefined) | -18.4

Next part
SMILES | NCOA2 inhibitor
O=C1CCc2cc(S(=O)(=O)N3CCN(Cc4cccc5c4OCO5)CC3)ccc2N1 | 16.9
O=C(Nc1ccc(F)cc1)OCc1cn(Cc2cccc(F)c2F)nn1 | -20.2
CC(C)C[C@H]1CNC(=O)C(=O)N1C[C@@H]1CCCN1C[C@H](Cc1ccccc1)N1C[C@H](CC(C)C)N(CC2CCCCC2)C(=O)C1=O | 4.1
COc1ccccc1CNC(=O)C[C@H]1CC[C@H]2[C@@H](COc3ccc(NC(=O)Nc4ccccc4)cc3C(=O)N2C)O1 | -16.6
CC(C)CNC(=O)OCc1cn(Cc2ccccc2)nn1 | -1.5
O=C(NCC1COc2ccccc2O1)c1ccc(NC(=O)c2c(Cl)cccc2Cl)cc1 (centres undefined) | 17.1
CCN1CCN(CCCOc2ccc(-c3ccccc3)cc2)CC1 | -25.2
O=C(NCc1ccccc1F)C1C2C=CC3(CN(Cc4ccccc4)C(=O)C13)O2 (centres undefined) | -29.1
Nc1c(C(=O)Nc2ccc(Cl)c(Cl)c2)sc2nc(-c3cccnc3)ccc12 | 20.2
Cc1ccc2c(c1)C1CS(=O)(=O)N(CC(C)C)C(=O)N1C2 (centres undefined) | -42.4
CCCCOCC1CN(Cc2ccccc2OC)S(=O)(=O)c2cc(Cl)ccc2O1 (centres undefined) | -23.5
Cc1ccc(Cn2nnc3c2-c2ccccc2S(=O)(=O)N(C)C3)cc1 | 19.4
COC(=O)[C@@]12CCCCC=C1N(CCc1ccc(Cl)cc1)C(=O)[C@H]2CC(=O)NCc1ccc(C)o1 | 0.0
Cc1ccc(-n2c(SCc3nc4ccccc4[nH]3)nnc2-c2ccccn2)cc1 | -8.7
COc1cc2c(NCCCCCCO[N+](=O)[O-])ncnc2c(OC)c1OC | 6.0
CCOC(=O)[C@]12CCCC=C1N(CCCOC)C(=O)[C@@H]2CC(=O)NCc1ccc(C)o1 | 10.1
COC(=O)[C@]12C[C@H](CC(=O)NCCCN3CCCC3=O)C(=O)N(CCC3=CCCCC3)C1=C[C@H](C(C)C)O[C@@H]2C1CC1 | -11.6
C[C@H]1COc2cc(Br)ccc2S(=O)(=O)N1Cc1cn(CCC2OCCCO2)nn1 | 1.6
CCOC(=O)[C@]12CCCC=C1N(Cc1ccc(OC)cc1)C(=O)[C@@H]2CC(=O)NCc1cccc2ccccc12 | 1.5
O=C(NCC1CCN(C(=O)C(=O)c2cc3ccccc3o2)CC1)c1ccncc1 | 0.5
Cc1cc(=O)[nH]c(N/N=C/c2cccc([N+](=O)[O-])c2)n1 | -13.3
CC(C)CNC(=O)OCc1cn(Cc2cccc(C(F)(F)F)c2)nn1 | 6.5
COc1cc(-c2nnco2)cc(OC)c1OC | -20.7
CC(=O)NC(Cc1ccccc1C)C(=O)NC1CCN(c2c3c(nc4ncnn24)CCC3)CC1 (centres undefined) | -8.2
CCOc1ccc2nc(NC(=O)CSc3nc4c(c(=O)n(C)c(=O)n4C)n3CC)sc2c1 | 18.7

Some of the entries so far, with each value named.
O=C(NCC1CCN(C(=O)C(=O)c2cc3ccccc3o2)CC1)c1ccncc1
- NCOA2 inhibitor: 0.5

Cc1ccc(Cn2nnc3c2-c2ccccc2S(=O)(=O)N(C)C3)cc1
- NCOA2 inhibitor: 19.4

CC(=O)NC(Cc1ccccc1C)C(=O)NC1CCN(c2c3c(nc4ncnn24)CCC3)CC1 (centres undefined)
- NCOA2 inhibitor: -8.2

C[C@H]1COc2cc(Br)ccc2S(=O)(=O)N1Cc1cn(CCC2OCCCO2)nn1
- NCOA2 inhibitor: 1.6

Later entries:
SMILES | NCOA2 inhibitor
Cc1sc2nc(C3CC3)nc(SCC(=O)N3CCCc4ccccc43)c2c1C | 6.1
Cc1cccc(-c2nnc(SCC(=O)Nc3ccc(OCc4ccccc4)cc3)n2Cc2ccco2)c1 | -2.4
CCN(C(=O)[C@@H](C)[C@@H](O)c1ccc2ccccc2c1)c1ccccc1 | -1.6
COc1ccc(CN2C[C@@]3(O)CC[C@@H](O)[C@@H](OC)[C@@H]3[C@@]2(C)[C@H](O)CC=C(C)C)cc1 | 4.8
O=C(c1c(F)cccc1F)N1CCC(Oc2cccnc2)CC1 | -1.4
COC(=O)[C@]12C[C@H](CC(=O)N3CCN(C(=O)c4ccco4)CC3)C(=O)N(Cc3ccco3)C1=C[C@H](C(C)(C)C)O[C@@H]2C | -6.8
C#CCN([C@@H](C)C(=O)OCC)S(=O)(=O)c1ccc(Br)cc1F | -18.7
CS(=O)(=O)c1ccc(S(=O)(=O)NCC2CCN(C(=O)C(=O)c3cc4ccccc4o3)CC2)cc1 | 1.3
Cc1ccc(NC(=O)[C@H]2CC(=O)O[C@@H]2c2ccccc2)cc1C | 1.5
O=C(CSc1nc2ccccc2nc1N1CCOCC1)N1CCN(S(=O)(=O)c2cccc([N+](=O)[O-])c2)CC1 | 0.3
O=C(c1ccccc1)C12COc3ccccc3C1ON=C2c1ccccc1 (centres undefined) | -37.5
O=C(NCc1ccccc1)c1ccc(CO)cc1 | 3.0
COc1cccc([C@@H]2NC(=O)C/C=C/[C@H](C)[C@H](c3cccc(OC)c3)NC(=O)C/C=C/[C@@H]2C)c1 | 5.3
CCNC(=O)OCCN1C(=O)CCC12CCC(c1ccc(Cl)cc1)CC2 (centres undefined) | -8.9
CCC(C)c1ccc(NC(=O)CSc2nnc(-c3cccc(C)c3)n2C)cc1 (centres undefined) | -0.8
COCCN(C[C@@H]1[C@H](c2ccccc2)[C@H](CO)N1c1nc(C)c(C)s1)S(=O)(=O)c1ccccc1[N+](=O)[O-] | -28.3
C[C@H](O)[C@@H]1CN2CCc3ccc(N4CCOCC4)cc3[C@@H]2C[C@@H]1N(C)C(=O)c1ccco1 | -7.2
Cc1ccc(C(=O)NC2=NCCS2)cc1 | -36.2
O=C(NCCc1ccccc1Cl)[C@@H]1CCCN1C(=O)[C@H](Cc1cccnc1)NC(=O)N1CCOCC1 | 4.3
CCCCNC(=O)C[C@@H]1C(=O)N(CCc2ccc(Cl)cc2)C2=CCCC[C@]21C(=O)OCC | 8.9
CN1CC[C@@H]2CN(S(=O)(=O)c3ccccc3)[C@H](c3ccccc3Br)C[C@@H]21 | -6.7
Cc1ccc(S(=O)(=O)N2CCC(C(=O)N[C@@H](C)C(=O)NC3CCS(=O)(=O)C3)CC2)cc1 (some centres undefined) | 9.4
CCC(=O)N1CCc2cc(S(=O)(=O)CCC(=O)Nc3c(C)n(C)n(-c4ccccc4)c3=O)ccc21 | 30.8
COC(=O)C1CN(Cc2cn(CCOC(C)=O)nn2)CCS(=O)(=O)N1Cc1ccc(OC)cc1 (centres undefined) | 16.0
CCN(CC)C(=O)CC[C@@H]1CC[C@]2(CCCN(Cc3ccccc3)C2)O1 | 13.0

New compounds follow
SMILES | NCOA2 inhibitor
COc1ccc(/C=N\NC(=O)Cc2cccn2C)cc1OCc1ccccc1 | -8.4
CCCCNC(=O)C1(C(=O)c2ccc(OC)cc2)CC(C(=O)OCC)=NO1 (centres undefined) | 8.1
CCn1c(=O)n(CC(=O)N2CCCN(Cc3ccccc3)CC2)c(=O)c2ccccc21 | -0.6
C=CCN1[C@H](C#N)[C@@H](c2ccc(C#Cc3ccccc3OC)cc2)[C@H]1CO | 31.8
CCCCCCCCN1C(=O)[C@@H](CC(=O)N2CCN(C(=O)C3CC3)CC2)C[C@@]2(C(=O)OC)C1=C[C@H](COCc1ccccc1)O[C@@H]2C | -1.2
C=c1[nH]cc(C(C)c2c(C)n(C)c3ccccc23)/c1=C/C (centres undefined) | 3.9
COC(=O)C1CN(Cc2ccc(C)cc2)CCS(=O)(=O)N1Cc1cn(Cc2ccc(C)cc2)nn1 (centres undefined) | -22.6
Cc1ccc(NC(=O)NNC(=O)CCn2nc(C)c([N+](=O)[O-])c2C)cc1C | -4.0
COc1ccc(NC(=S)N(CCN2CCOCC2)Cc2cc3cc4c(cc3[nH]c2=O)OCO4)cc1 | -3.5
O=C(N[C@H](C(=O)N1CCC[C@H]1C(=O)NCc1ccccc1)C1CCCCC1)c1ccccc1 | -16.9
O=C(NC1CCCCN(Cc2cccc(Cl)c2)C1=O)c1ccccc1 (centres undefined) | -9.3
Cc1noc(C)c1S(=O)(=O)N(C)C[C@@H]1OCc2cn(nn2)CCCC(=O)N([C@H](C)CO)C[C@H]1C | 10.2
COC(=O)CC#C[C@H](C)[C@@H](NS(=O)(=O)c1ccc(C)cc1)C1CCCCC1 | -2.3
CC(=O)CC[C@H]1CC[C@]2(CCCN(S(=O)(=O)c3ccccc3)C2)O1 | -27.0
